Screens deposited in PubChem by several laboratories.
AID2073 = disruptors of CaV2.2 binding to Mint1 – biochemical, HTRF (AID 2073); HTRF protein-protein interaction, Mint1-CaV2.2; higher % means a stronger effect; inhibition, % at 20 µM, or IC50 in µM where a hit was titrated; 290,000 tested, 0.19% active; in the data active = inhibition mostly above about 51%, no sharp cut-off; inconclusive = no clear call, values can overlap the other calls; inactive = mostly below about 53%; note: some results filed as inactive read as strong as hits
GPR35 antagonists = inhibition of zaprinast-stimulated GPR35 beta-arrestin translocation – imaging, U2OS, beta-arrestin-GFP, zaprinast agonist, primary screen (AID 2058); inhibition, % at 10 µM; hits with a dose series show IC50 in µM; 290,000 tested, 0.052% active; U2OS GPR35 beta-arrestin-GFP translocation imaging, zaprinast antagonism; higher % means a stronger effect;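 active = inhibition of at least 50% with at least 30 cells and total cytoplasm GFP at most 10,000,000; inconclusive = under 30 cells or total GFP of 10,000,000 plus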
LYP inhibition = PTPN22 lymphoid phosphatase activity blockers – biochemical, fluorescence intensity, uHTS (AID 1779); recombinant LYP phosphatase, fluorescence intensity; higher % means a stronger effect; one-dose inhibition, % at 11.5 µM; IC50 in µM for titrated hits; 290,000 tested, 0.054% active; in the data active = inhibition above about 50%;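 note: plate controls were vehicle with enzyme for no effect and no enzyme for full effect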
WT yeast gro inh = growth inhibition of WT yeast, mitochondrial fusion screen; mitochondrial fusion phenotypic screen, WT strain; inhibition, % at 10 µM; 190,000 tested, 2.1% active; AID 1362; in the data active = inhibition above about 58%; tested in S. cerevisiae
RSV antiviral HEp-2 = RSV antiviral activity via CPE protection, HEp-2 cells, primary 10 µM value included (AID 2391) | HEp-2 cells, RSV-induced CPE inhibition; higher % means a stronger effect | CPE inhibition, % at 10 µM; hits with a dose series show IC50 in µM | 310,000 tested, 0.13% active; in the data active = a potency from the dose series; inconclusive = CPE inhibition mostly from about 23% at the one dose, without a potency; inactive = the rest, 99 in 100 with CPE inhibition below about 21%; note: strong numbers were not always called active
NS5 inhibitors = flavivirus cap methylation enzyme inhibition – biochemical, confirmation dose response, primary screen (AID 588689) | inhibition, % at 25 µM; hits with a dose series show IC50 in µM | 340,000 tested, 0.3% active | Dengue-2 NS5 methyltransferase capping enzyme assay, biochemical; higher % means a stronger effect; in the data active = a potency from the dose series; inconclusive = inhibition above about 29% without an active follow-up result
Autophagy HCS = autophagy modulation, high-content screen | MEF GFP-LC3 puncta imaging; test concentration mostly 10 µM | calls only at 10 µM (by protocol) | 190,000 tested, 0.98% active;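 active = percentage of spot-positive cells more than 3 SD above its plate mean, without a fluorescence outlier flag or 80% toxicity; inconclusive = no clear call, values can overlap the other calls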;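 note: spot-positive cell cutoff set from DMSO-treated cells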
NTR1 ag = agonists of NTR1, primary screen, imaging, U2OS cells, beta-arrestin-GFP, high content (AID 493036). P30989. NTR1-U2OS beta-arrestin-GFP spot imaging, agonist mode. activation, % at 20 µM. 330,000 tested, 0.17% active;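 active = activation at or above 40% of the spot to cytoplasm intensity ratio, with at least 20 cells analyzed; inconclusive = wells under 20 cells, flagged as cytotoxic or low count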;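 note: 0% = DMSO without peptide and 100% = 100 nM NTR1 peptide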
Target sequence (P30989 whole entry, looked up): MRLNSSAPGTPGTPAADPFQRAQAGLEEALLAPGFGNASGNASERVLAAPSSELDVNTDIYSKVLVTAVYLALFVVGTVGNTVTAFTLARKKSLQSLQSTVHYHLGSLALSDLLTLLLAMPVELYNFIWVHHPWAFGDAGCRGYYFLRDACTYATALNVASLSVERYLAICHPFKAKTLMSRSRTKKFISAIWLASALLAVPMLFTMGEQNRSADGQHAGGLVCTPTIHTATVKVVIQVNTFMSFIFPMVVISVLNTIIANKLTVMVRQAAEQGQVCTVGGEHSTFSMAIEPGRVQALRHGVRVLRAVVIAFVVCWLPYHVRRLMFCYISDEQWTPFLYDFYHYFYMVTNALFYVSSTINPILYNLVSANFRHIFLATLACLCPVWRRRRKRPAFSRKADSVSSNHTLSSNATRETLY
UTI89 phage lysis = inhibition of K1F phage lysis, E. coli UTI89, bacterial capsule biogenesis inhibitors, alamar blue (AID 488966); E. coli UTI89 K1F phage lysis, alamar blue, 2 h; higher % means a stronger effect; inhibition, % at 100 µM, or IC50 in µM where a hit was titrated; 340,000 tested, 0.02% active;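 active = phage lysis inhibition, versus mean bacterial control, above a set limit; inconclusive = no clear call, values can overlap the other calls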;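 note: capsule biogenesis inhibitors block K1F phage lysis so surviving cells raise fluorescence; higher fluorescence means more inhibition of phage lysis; actives were called in the ten point dose series up to 300 µM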
WT yeast gro inh mutant strain = recorded beside WT yeast gro inh, whose call it bears; inhibition, %; mitochondrial fusion phenotypic screen, mutant strain inhibition
Autophagy HCS cell loss 18 h = recorded beside Autophagy HCS, whose call it bears; toxicity, %; measured here: cell loss, nuclei count;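 cell loss after 18 h compound exposure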
NTR1 ag cell count 20 µM = recorded beside NTR1 ag, whose call it bears; cell count; measured here: cell count, cytotoxicity flag
NS5 inhibitors pilot replicate = recorded beside NS5 inhibitors, whose call it bears; inhibition, %; measured here: pilot screen replicate inhibition
* = called active by the depositor; i = inactive; u = inconclusive; x = not tested or not shown; [ ] = dose if it differs, or a comment. An unsorted share of the library; overall some 2.6% were active at least once.

SMILES	AID2073	GPR35 antagonists	LYP inhibition	WT yeast gro inh	WT yeast gro inh mutant strain	RSV antiviral HEp-2	NS5 inhibitors	Autophagy HCS	Autophagy HCS cell loss 18 h	NTR1 ag	NTR1 ag cell count 20 µM	UTI89 phage lysis	others
CS(=O)(=O)c1cccc(NC(=O)c2ccc(Cl)c(Cl)c2)c1	12%	-10%	-8%	21	35	5.9%	-1%	i	14	-0.8	86	0.2%
CCn1c(-c2cc(Br)ccc2O)n[nH]c1=S	x	x	x	19	-2	1.0%	23%	i	0	0.6	51	-4.3%
Cc1ccc(-c2csc(/C(C#N)=C(\O)CCl)n2)cc1	-12%	6%	-4%	6	10	x	-5%	i	12	x	x	-0.3%
Cc1nn(-c2cc(N3CCOCC3)ccc2N)c(=O)c2ccccc12	-17%	4%	-10%	-16	-30	3.0%	-3%	i	-2	-0.5	85	1.1%
O=C(COc1ccc(F)cc1Cl)Nc1cccc(S(=O)(=O)N2CCCCCC2)c1	x	x	x	x	x	2.0%	-5%	x	x	3.9	52	0.5%[50 µM]
S=C(Nc1ccccc1)N1CCN(Cc2ccccc2)CC1	-38%	-4%	-8%	x	x	-1.5%	-14%	x	x	-1.3	48	0.0%
COc1ccc(C(=O)OCc2cc(C)ccc2C)cc1S(=O)(=O)N1CCCC1	x	x	x	x	x	20%	0%	x	x	1.9	46	0.0%[50 µM]
Cc1nc(SCC(=O)O)c(C#N)c(C)c1CC(=O)c1ccccc1	1%	-2%	-8%	1	-13	7.0%	x	i	17	0.3	37	x
Cc1c(NC(=O)COC(=O)c2c3c(nc4ccccc24)CCCC3)c(=O)n(-c2ccccc2)n1C	0%	-2%	-3%	-5	8	3.4%	0%	i	-3	2.5	49	0.3%
COC1=C(Nc2ccccc2OC)C(=O)c2ccccc2C1=O	-25%	-16%	-4%	x	x	4.3%	x	x	x	5.4	44	x
COc1ccccc1C(=O)NCC(=O)N/N=C/c1cc(Br)ccc1OCc1ccccc1	9%	4%	1%	10	-29	11%	-7%	i	3	2.4	101	0.1%
O=C(Nc1ccc(C2CCCCC2)cc1)C1CCN(c2ncccn2)CC1	19%	8%	-12%	x	x	0.5%	-9%	x	x	1.2	78	0.3%	NS5 inhibitors pilot replicate=-5.2
O=C(COC(=O)CCc1c[nH]c2ccccc12)Nc1ccccc1C(F)(F)F	x	x	x	x	x	0.7%	-1%	x	x	0.6	87	0.5%[50 µM]
CCSc1ccccc1C(=O)Nc1cc(OC)c(OC)c(OC)c1	56%	-11%	-4%	8	3	0.1%	5%	i	-40	-1.8	72	-0.3%
O=C(CSc1nnc(CNc2ccc(Cl)cc2)o1)Nc1nc2c(s1)CCCC2	4%	19%	7%	45	20	15%	1%	i	-7	5.7	82	-0.4%
CCOc1ccc(OCC)c(NC(=O)CN(C)S(=O)(=O)c2ccc3nc(C)sc3c2)c1	5%	9%	3%	4	-18	6.6%	2%	i	18	4.6	65	-0.2%[50 µM]
Cn1nc(C(=O)N2CCN(S(=O)(=O)/C=C/c3ccccc3)CC2)c2ccccc2c1=O	1%	0%	-6%	-6	-4	2.4%	-8%	i	0	1.9	37	0.5%[50 µM]
CCOc1ccc(CC(=O)OCn2nnc3ccccc3c2=O)cc1	-13%	0%	0%	-50	-4	-0.5%	-12%	i	3	-0.1	38	1.1%
CC1(C)CC(=O)c2sc(NC(=O)c3cccs3)nc2C1	19%	10%	3%	10	9	1.7%	-3%	i	-17	-1.2	90	0.1%
COc1ccc(CNC(=S)N/N=C/c2ccc(O)c(OC)c2)cc1	-12%	3%	2%	31	14	5.9%	-1%	i	1	0.6	52	5.5%[50 µM]
COC(=O)C(C)Sc1n[nH]c(=S)s1 (stereo not given)	14%	-7%	-4%	-2	2	0.7%	-16%	i	7	1.8	37	-0.4%
O=C(Cn1nnc(-c2ccccc2)n1)NNC(=O)c1ccccc1	-4%	-9%	-5%	-3	11	0.8%	-6%	i	-4	-0.5	65	0.2%
Fc1ccc(/C=C/c2nnc(-c3cccs3)o2)cc1	11%	0%	0%	2	-10	1.5%	-7%	i	-4	1.3	71	0.4%
Nc1cnn(C2CCCO2)c(=O)n1 (stereo not given)	u	-3%	-6%	-9	0	0.1%	1%	i	4	0.1	42	0.1%
O=C(Nc1ccc(Cl)cc1Cl)C1=Cc2ccccc2OC1	-5%	20%	-4%	-5	-78	26%	-4%	i	3	1.8	54	-0.1%
CCCCC1=CC2=CC(=O)C(C)(OC(=O)CC)C(=O)C2=CN1c1cccc(C#N)c1 (stereo not given)	x	x	x	x	x	-1.2%	24%	x	x	-3.3	62	-0.7%
CC1CCN(C(=O)COC(=O)c2ccc(=O)n(Cc3ccccc3)n2)CC1	x	x	x	x	x	-0.7%	-1%	x	x	-0.5	54	0.1%[50 µM]
CCN1CCN(C(CNS(=O)(=O)c2ccc(C)cc2)c2cccnc2)CC1 (stereo not given)	0%	-12%	1%	x	x	0.5%	1%	x	x	-0.7	67	0.3%
NC(=O)C1CCN(C(=O)c2ccc3c(c2)S(=O)(=O)c2ccccc2C3=O)CC1	4%	-4%	-7%	x	x	0.0%	-6%	x	x	0.6	43	-0.5%
O=C(CSc1nc2cc(Cl)ccc2s1)c1ccco1	6%	3%	-4%	3	25	2.3%	-10%	i	-3	1.0	68	0.5%

Compounds above containing an aryl thioether with sulfur outside any ring (5):
SMILES	AID2073	GPR35 antagonists	LYP inhibition	WT yeast gro inh	WT yeast gro inh mutant strain	RSV antiviral HEp-2	NS5 inhibitors	Autophagy HCS	Autophagy HCS cell loss 18 h	NTR1 ag	NTR1 ag cell count 20 µM	UTI89 phage lysis	others
Cc1nc(SCC(=O)O)c(C#N)c(C)c1CC(=O)c1ccccc1	1%	-2%	-8%	1	-13	7.0%	x	i	17	0.3	37	x
CCSc1ccccc1C(=O)Nc1cc(OC)c(OC)c(OC)c1	56%	-11%	-4%	8	3	0.1%	5%	i	-40	-1.8	72	-0.3%
O=C(CSc1nnc(CNc2ccc(Cl)cc2)o1)Nc1nc2c(s1)CCCC2	4%	19%	7%	45	20	15%	1%	i	-7	5.7	82	-0.4%
COC(=O)C(C)Sc1n[nH]c(=S)s1 (stereo not given)	14%	-7%	-4%	-2	2	0.7%	-16%	i	7	1.8	37	-0.4%
O=C(CSc1nc2cc(Cl)ccc2s1)c1ccco1	6%	3%	-4%	3	25	2.3%	-10%	i	-3	1.0	68	0.5%

Other entries:
SMILES	AID2073	GPR35 antagonists	LYP inhibition	WT yeast gro inh	WT yeast gro inh mutant strain	RSV antiviral HEp-2	NS5 inhibitors	Autophagy HCS	Autophagy HCS cell loss 18 h	NTR1 ag	NTR1 ag cell count 20 µM	UTI89 phage lysis	others
Clc1ccc(-c2cc(-c3ccccn3)on2)c(Cl)c1	-10%	2%	-2%	x	x	4.9%	-8%	x	x	2.8	57	-0.1%
CC(=O)Nc1ccc(S(=O)(=O)N2CCC3(CC2)OCCO3)cc1	-1%	-6%	-2%	x	x	1.8%	-4%	x	x	0.0	69	0.7%
Cc1ccc(C2C(C(=O)c3cccs3)=C(O)C(=O)N2c2cccc(C)n2)cc1 (stereo not given)	24%	-3%	-2%	x	x	4.5%	7%	x	x	-1.4	42	-0.1%
COc1ccc(CS(=O)(=O)CC(C)(O)c2ccc(Cl)cc2)cc1 (stereo not given)	8%	6%	-7%	x	x	2.1%	-8%	x	x	0.2	78	0.4%
COc1ccc(C)cc1NC(=O)CN1CCN(S(=O)(=O)c2ccc(Cl)cc2)CC1	1%	-7%	2%	9	24	10%	-1%	i	2	2.4	67	0.4%
N#CCn1c(CCl)nc2ccccc2c1=O	-3%	-1%	-2%	10	8	0.7%	-15%	i	-5	0.6	38	-0.3%
CCOC(=O)N1CCC(NC(=O)C2CCC(CNS(=O)(=O)c3ccc(OC)cc3)CC2)CC1 (stereo not given)	-2%	-1%	-1%	3	15	x	0%	i	14	x	x	0.8%
CCOc1ccc(/C=N/Nc2cc(N3CCOCC3)nc(C)n2)c(O)c1	18%	-1%	1%	x	x	4.1%	10%	x	x	12	52	0.3%
Cc1ccc(C(C)C)c(OCc2nn(CC(=O)c3ccc(OC(F)F)cc3)c3[n+]2CCCCC3)c1	16%	-3%	-13%	44	41	-3.6%	-5%	i	11	38	54	-0.5%
CCOc1ccccc1N1CCN(C(=O)c2c(CC)noc2C)CC1	x	x	x	x	x	-0.5%	2%	x	x	1.3	56	1.1%[50 µM]
CC(C)N1CC(O)=C(c2nc3ccccc3[nH]2)C1=N	-9%	-20%	-8%	-13	0	-0.8%	-1%	i	11	1.0	48	1.0%[50 µM]
CN1CCN(CC#CCC2(O)c3ccccc3-c3ccccc32)CC1	-11%	-4%	-6%	6	0	0.7%	4%	i	-40	-1.2	51	-0.1%
O=C(CN1CCN(c2ccccc2O)CC1)NCCCc1ccccc1	5%	-8%	2%	-7	13	0.3%	4%	i	-6	3.1	46	7.4%
CC1(C)Cc2c(cnn2-c2ccccc2)-c2c1c1ccccc1n2CC(O)CCl (stereo not given)	8%	-3%	3%	24	-10	-1.8%	3%	i	-8	15	86	0.3%
O=C1OC(Nc2ccc(Cl)cn2)c2ccccc21 (stereo not given)	-1%	-15%	-6%	2	3	2.3%	-8%	i	1	0.8	36	0.7%
CCNC(=O)c1ccc2c(c1)S(=O)(=O)c1ccccc1C2=O	48%	8%	-1%	-1	-17	0.6%	0%	i	23	2.6	52	3.5%
S=C(NCCN1CCCCC1)Nc1ccc(Br)cc1	-32%	-3%	-4%	x	x	-3.1%	-6%	x	x	0.2	44	1.1%[50 µM]
O=[N+]([O-])c1ccc(C2CCCC/C2=N/O)c([N+](=O)[O-])c1 (stereo not given)	8%	0%	-7%	x	x	1.1%	1%	x	x	0.3	93	0.1%
CCOC(=O)C1=NOC(CNc2ncc(C(F)(F)F)cc2Cl)C1 (stereo not given)	0%	-6%	-9%	8	3	9.0%	-8%	i	20	-0.7	59	1.3%
COc1ccc(OC)c(C2C(C(=O)c3ccc(C)o3)=C(O)C(=O)N2c2cc(C)on2)c1 (stereo not given)	8%	0%	-2%	x	x	0.6%	11%	x	x	1.8	62	1.8%
O=C(CSc1ncccc1C(=O)O)c1ccccc1	10%	-4%	-8%	-1	6	0.8%	9%	i	-6	1.1	47	1.1%
Cc1ccc(O)c(C2=Nc3ccccc3N=C(c3cccs3)C2)c1	46%	14%	5%	53	45	13%	5%	i	5	5.3	35	4.3%
CC(C)N(Cc1ccccc1)C(=S)NCCN1CCOCC1	2%	-5%	0%	7	12	-1.4%	3%	i	17	-0.2	63	0.9%
COc1ccc(OCC(=O)NNC(=O)c2cccnc2)cc1	-3%	-2%	-5%	-4	-16	0.9%	-1%	i	8	-0.5	82	0.3%
